# Bcl-xL primary = inhibitors of human Bcl-xL, primary screen, biochemical, fluorescence polarization, HTS | inhibition, % at 10.9 µM | GST-Bcl-xL / FITC-Bim BH3 peptide fluorescence polarization | 0.7% of 320,000 active | Bcl-2-like protein 1 (Homo sapiens), Q07817 | AID 2129, 2009;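 active means inhibition above the mean of all tested compounds plus 3 SD, cutoff set per campaign, cut at about 30% in these data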;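 further: 0% = DMSO wells and 100% = unlabeled Bim-BH3 peptide competitor; inhibitors lower millipolarization by displacing the labeled peptide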
# MEX-5 binding = MEX-5 zinc finger RNA-binding disruptors – biochemical, C. elegans, fluorescence polarization, MLPCN library, primary screen. MEX-5/FITC-TCR2 RNA binding; hits give low values. activity score (negative = inhibition of binding), % at 10 µM. 0.38% of 300,000 active;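 active means inhibition past about -25% in most replicates, and total fluorescence under double the plate's negative control median, limit read from the data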;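 further: 0% = DMSO and -100% = 5 µM competing unlabeled TCR2 RNA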
# MCL1 BIM primary = inhibitors of MCL1 binding to BIM-BH3, primary screen, biochemical, fluorescence polarization; Induced myeloid leukemia cell differentiation protein Mcl-1 (Homo sapiens), Q07820; GST-MCL1 / FITC-Bim-BH3 fluorescence polarization; inhibition, % at 10.9 µM; 0.68% of 320,000 active;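 active means inhibition above the mean inhibition of all tested compounds plus 3 SD, set per campaign, cut at about 40% in these data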;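 further: 0% = DMSO wells and 100% = unlabeled Bim-BH3 peptide control; higher means more loss of mP so more displacement of Bim peptide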
# AHR activator = AHR activators, primary screen, cell-based, luminescence, luciferase reporter, human. AHR-responsive luciferase reporter cells. 2.5% of 320,000 active. AID 2796, 2010. activation, % at 5 µM; in the data active means activation above about 47%;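 further: 0% = vehicle wells and 100% = reference agonist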
# Target sequence (P35869 whole entry, looked up): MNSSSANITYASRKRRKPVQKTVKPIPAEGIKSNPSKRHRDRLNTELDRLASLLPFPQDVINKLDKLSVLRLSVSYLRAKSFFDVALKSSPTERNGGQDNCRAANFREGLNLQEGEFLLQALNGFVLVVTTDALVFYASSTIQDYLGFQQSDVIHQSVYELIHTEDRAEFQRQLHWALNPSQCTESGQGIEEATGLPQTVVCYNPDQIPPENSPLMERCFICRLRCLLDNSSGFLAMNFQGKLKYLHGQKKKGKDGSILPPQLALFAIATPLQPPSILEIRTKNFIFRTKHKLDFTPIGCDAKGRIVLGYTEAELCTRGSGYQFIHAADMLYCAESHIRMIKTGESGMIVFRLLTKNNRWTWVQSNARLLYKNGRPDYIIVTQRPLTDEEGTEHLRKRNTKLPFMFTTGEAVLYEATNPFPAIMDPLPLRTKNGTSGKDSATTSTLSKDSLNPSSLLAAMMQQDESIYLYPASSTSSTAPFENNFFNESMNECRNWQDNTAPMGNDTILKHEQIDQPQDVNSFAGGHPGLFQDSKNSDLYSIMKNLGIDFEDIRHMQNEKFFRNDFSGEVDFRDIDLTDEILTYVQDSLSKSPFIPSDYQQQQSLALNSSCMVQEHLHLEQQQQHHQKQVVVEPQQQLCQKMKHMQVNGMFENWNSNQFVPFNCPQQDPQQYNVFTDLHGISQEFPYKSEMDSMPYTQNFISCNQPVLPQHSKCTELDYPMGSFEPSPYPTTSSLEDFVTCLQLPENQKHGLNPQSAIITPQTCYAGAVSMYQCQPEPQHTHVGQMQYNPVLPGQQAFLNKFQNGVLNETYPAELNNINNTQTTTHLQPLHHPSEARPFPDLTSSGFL
# pPAFAH inh = pPAFAH enzyme inhibitors, primary screen, biochemical, fluorescence polarization, human | Platelet-activating factor acetylhydrolase (Homo sapiens), Q13093 | recombinant pPAFAH, FP-rhodamine probe fluorescence polarization | inhibition, % at 3.39 µM | 1.5% of 330,000 active;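 active means inhibition above the mean inhibition across the screen plus 3 SD, cut at about 25% in these data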;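 further: inhibitors block binding of the rhodamine activity-based probe so polarization drops; 0% = enzyme with DMSO and 100% = wells lacking pPAFAH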
# PME-1 inh = PME-1 inhibitors via competitive probe labeling, primary screen, biochemical, fluorescence polarization, FP-Rh probe, HTS | recombinant PME-1 | inhibition, % at 5.9 µM | 0.53% of 320,000 active | Protein phosphatase methylesterase 1 (Homo sapiens), Q9Y570;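 active means inhibition above the campaign mean of all compounds plus 3 SD, cut at about 26% in these data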;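 further: competitive labeling of PME-1 active site by serine hydrolase directed probe; 0% = PME-1 with DMSO and 100% = wells lacking PME-1 enzyme; inhibitors block probe labeling so polarization falls and inhibition rises; many of its hits are not listed in these tables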
# GLD-1 RNA inh = GLD-1/TGE RNA complex disruptors, primary screen, biochemical, fluorescence polarization | purified GLD-1 + fluorescein TGE RNA | 0.44% of 320,000 active | Female germline-specific tumor suppressor gld-1 (Caenorhabditis elegans), Q17339 | inhibition, % at 5.96 µM | AID 2280, 2010;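 active means percent inhibition above a per-plate cutoff, the plate mean of test compounds plus 3 SD, cut at about 30% in these data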;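 further: 0% = DMSO wells with GLD-1 and probe and 100% = wells lacking GLD-1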
# PAFAH1B2 FP inh = PAFAH1B2 enzyme inhibitors, primary screen, biochemical, fluorescence polarization, human; Platelet-activating factor acetylhydrolase IB subunit alpha2 (Homo sapiens), P68402; recombinant PAFAH1B2, FP-rhodamine activity probe; inhibition, % at 3.39 µM; 1.2% of 340,000 active; AID 492953, 2010;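 active means inhibition above the mean of all tested compounds plus 3 SD, cut at about 24% in these data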;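 further: 0% = enzyme with DMSO and 100% = wells lacking PAFAH1B2; many of its hits are not listed in these tables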
# Target sequence (P68402 whole entry, looked up): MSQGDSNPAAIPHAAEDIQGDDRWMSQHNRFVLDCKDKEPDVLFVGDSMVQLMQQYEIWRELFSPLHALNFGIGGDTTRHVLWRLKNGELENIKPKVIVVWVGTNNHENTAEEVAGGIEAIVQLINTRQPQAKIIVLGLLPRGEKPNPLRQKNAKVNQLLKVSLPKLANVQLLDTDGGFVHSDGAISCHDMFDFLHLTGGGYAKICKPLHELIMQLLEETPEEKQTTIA
# Fam108B inh = mouse Fam108B serine hydrolase inhibitors, primary screen, counter-screen for RBBP9 inhibitor project, biochemical, fluorescence polarization. recombinant Fam108B, FP-Rh probe fluorescence polarization. inhibition, % at 9.51 µM. 0.33% of 300,000 active. AID 1947, 2009;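 active means inhibition above the screen mean inhibition plus 3 SD, computed separately per campaign, cut at about 18% in these data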;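 further: inhibitors lower polarization as less probe binds the enzyme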
# An asterisk follows results filed as active; . = not tested or not shown.
# Values run as follows: PAFAH1B2 FP inh	AHR activator	MEX-5 binding	MCL1 BIM primary	Bcl-xL primary	Fam108B inh	PME-1 inh	pPAFAH inh	GLD-1 RNA inh
CC(C)CCNC(=O)CSc1nc2ccccc2s1
    16	4	0.8	4	-1	2	4	3	0
Cc1ccc(NC(=O)C2CC(=O)n3c(nc4ccccc43)N2)cc1 (stereo not given)
    -3	3	-0.7	0	2	0	1	2	-12
CC(C)NC(=S)Nc1ccc2nc3n(c(=O)c2c1)CCCCC3
    5	-3	2.0	15	10	1	-1	2	8
CC1(C)CCC/C(=C\c2ccccc2)C1=O
    3	2	1.8	2	-1	5	-2	46*	-8
Cc1cccc(-n2c(C)nc3cc(C(=O)NCC4CCCO4)ccc32)c1 (stereo not given)
    2	1	-1.7	3	6	-4	-5	6	4
COc1ccc(-c2ccc(=O)n(Cc3cc(=O)n4ccccc4n3)n2)cc1
    1	11	1.2	-3	1	8	-8	0	-5
Cc1c(/C=N/n2cnnc2)c2ccccc2n1CCOc1ccccc1
    3	16	-1.0	1	1	0	2	13	6
COc1ccc(C(=O)NC(=S)NNC(=O)c2cnccn2)cc1OC
    -1	1	-2.9	-5	-1	-2	-4	7	-3
Cc1ccc(-c2noc(COc3ccccc3C)n2)cc1
    3	0	1.1	4	2	-1	-7	1	-2
COc1cc(C(=O)NCC(=O)N/N=C/c2ccccn2)cc(OC)c1OC
    3	1	-2.1	7	4	5	5	-3	4
Cc1ccc(/C=N/NC(=O)c2n[nH]c3c2CCCC3)cc1
    .	30	1.7	1	5	-1	4	3	-1
CCOc1ccccc1NS(=O)(=O)c1cccs1
    5	0	2.4	3	9	0	0	1	4
COC(=O)C1(C)NC(c2ccc(O)cc2)C2C(=O)N(c3ccc(C)cc3)C(=O)C21 (stereo not given)
    2	-1	2.7	-3	4	-2	5	6	5
CCOC(=O)[C@H]1[C@H]2COc3ccc(Cl)cc3[C@@H]2N2C(=O)c3cc(C)ccc3NC(=O)[C@@]12C
    12	2	.	-2	2	-3	-4	-2	12
Cn1cc(S(=O)(=O)CC(=O)Nc2ccc3c(c2)OCCO3)c2ccccc21
    1	7	-4.5	15	8	-7	0	2	8
COC(=O)c1ccc(O)c(Sc2cc(C(=O)OC)ccc2O)c1
    -4	1	4.6	20	6	-1	4	23	-3
COc1cc(C#Cc2ccc3cc(CCCO)oc(=O)c3c2)cc(OC)c1
    1	1	.	5	3	.	-22	3	-2
CCOC(=O)C1=C(C)NC(=O)NC1c1ccc2c(c1)OCCO2 (stereo not given)
    1	0	2.0	-4	-2	-4	-5	7	-5
CCC(C)Nc1nc(SC(C(C)=O)C(C)=O)nc(N(C)C)n1 (stereo not given)
    5	0	-0.3	1	4	-1	4	4	9
Cc1ccc(N2C(=O)C3NN=C(C(=O)OCc4ccccc4)C3C2=O)c(C)c1 (stereo not given)
    -1	0	3.4	0	6	-2	-1	-1	4
O=C(O)c1ccc(CN2C(=O)CSC2=S)cc1
    -5	1	0.2	32	27	-6	-54	-69	-1
COc1ccc(C(=O)Oc2c(CN3CCOCC3)cc(Cl)c3cccnc23)cc1OC
    .	3	1.8	5	-1	4	3	-4	6
CN(C)c1ccc(CNC(=O)c2ccc(CNc3c(N4CCCCC4)c(=O)c3=O)cc2)cc1
    6	0	1.1	-9	4	0	-4	-2	-5
O=C(CSc1ccc(-c2nc3ccccc3[nH]2)cn1)N1CCN(C(=O)c2ccco2)CC1
    0	4	0.5	8	0	-3	-7	3	0
COc1cc(C(C)=O)ccc1Oc1ncnc2c1cnn2-c1ccccc1
    1	-3	1.4	7	4	1	-4	2	-2
C[C@@H](C[C@@H](O)[C@H](O)C(C)(C)O)[C@@H]1CC[C@]2(C)C3=CC[C@H]4C(C)(C)C(=O)CC[C@]4(C)[C@H]3CC[C@@]12C
    4	-2	0.2	2	0	3	7	-1	6
Nc1c(C(=O)N2CCCC2)sc2nc(-c3ccccc3)ccc12
    3	-5	-3.3	6	14	1	7	22	1
O=C(CSc1nc(Nc2ccccc2)nc(N2CCOCC2)n1)Nc1ccc2c(c1)OCCO2
    -3	-1	0.4	-2	1	-1	2	-4	3
COc1ccccc1Oc1ccc2c(c1)C(=O)N(c1ccc(Br)c3cccnc13)C2=O
    3	5	2.4	4	-2	0	-7	4	1
CC(C)Cn1c(C(C)C)nc([N+](=O)[O-])c1Sc1ccc(Cl)cn1
    0	2	2.0	7	-1	3	1	3	2
Cc1cccc(NC(=O)/C(C#N)=C\c2cn(CC(=O)O)c3ccccc23)c1
    -5	1	-1.0	-22	-11	-3	1	1	6
CCn1c(=O)n(CC)c2cc(S(=O)(=O)Nc3ccccc3C)c(C)cc21
    0	-1	2.4	1	5	3	15	14	2
Cc1ccccc1C(=O)Nc1cccc(-c2ccc3nncn3n2)c1
    2	12	-0.4	-3	1	-3	6	4	-4
CCOc1ccc(-n2c(SC(C)C)nc3c(c2=O)SCC3)cc1
    -2	0	-0.5	-3	2	-1	-3	-2	9
NS(=O)(=O)c1ccc(CNC(=O)c2cccc(S(=O)(=O)N3CCc4ccccc43)c2)cc1
    2	4	.	2	0	.	2	2	3
CN(C)S(=O)(=O)c1ccc(C(=O)OCC(=O)Nc2ccccc2OC(F)F)cc1
    2	-2	-1.1	2	-2	-2	-2	3	0
CC(Oc1ccccc1)C(=O)N1CCC2(CC1)Oc1ccc(F)cc1C(=O)C21CC(c2ccc(Cl)cc2)=NO1 (stereo not given)
    -6	1	1.9	-1	0	-8	3	6	3
O=C(O)c1ccc(-c2noc(-c3cccc(F)c3)n2)cc1
    5	16	2.6	1	0	-2	-1	-2	-7
COCCn1c(SCC(=O)Nc2ccc(C)cc2)nc2c(oc3ccccc32)c1=O
    0	7	-1.3	2	3	-1	-1	-2	-1
CCOC(=O)c1nnn(-c2nn3nnnc3c3ccccc23)c1C
    -3	0	-1.2	5	9	-1	0	5	3
CCOc1ccc(Nc2nc3c(C)cccc3cc2C#N)cc1
    4	50*	3.2	1	13	-1	4	1	-1
Cc1cc2c(cc1S(=O)(=O)C(C)CC(=O)NCc1ccco1)OCC(=O)N2 (stereo not given)
    1	3	0.8	-3	1	-1	2	0	-13
O=[N+]([O-])c1ccc2nc(-c3cccnc3)[nH]c2c1
    4	18	-3.8	-5	1	2	1	-1	8
CC(=O)Nc1ccc(S(=O)(=O)NCC2CCC(C(=O)NCCCOC(C)C)CC2)cc1 (stereo not given)
    .	7	2.5	-1	-2	-1	4	-1	0
CCOC(=O)c1ccc(NC(=O)CC2C(=O)OCCN2CC)cc1 (stereo not given)
    -2	2	0.0	-2	2	-1	4	1	-5
Cc1onc(-c2ccccc2)c1CNC(=O)Nc1cccc(Cl)c1
    1	2	2.2	3	-2	-3	-2	0	5
COC(=O)c1cc(Cl)c(NC(=O)/C=C/c2ccc(Cl)cc2Cl)cc1OC
    -2	-1	-1.0	7	4	-9	-9	-2	9
O=c1[nH]c(C2CCN(S(=O)(=O)c3ccc(S(=O)(=O)NC4CC4)cc3)CC2)nc2c1nnn2Cc1ccccc1
    -1	0	-1.1	6	6	3	23	6	12
COc1ccc2sc(-c3ccc(S(C)(=O)=O)cc3)c(-c3ccc4c(c3)OCCO4)c2c1
    -4	6	.	.	.	.	.	4	-3
CN(C)S(=O)(=O)c1cccc(NC(=O)CCNC(=O)c2ccccc2Cl)c1
    1	-1	.	-5	-5	-1	-1	1	2
COC(=O)c1ccc(OCC(=O)NCCC2=CCCCC2)c(OC)c1
    4	2	.	.	.	.	.	6	0
O=S(=O)(NCc1ccc2c(c1)OCO2)c1ccccc1F
    16	3	1.4	5	-1	-1	-5	-1	-3
O=C(CSc1nnc(CNC(=O)c2ccccc2)o1)NCc1ccccc1
    -4	2	0.4	3	6	2	-3	1	5
Cc1cc(C)cc(C(=O)N2CC(C)OC(C)C2)c1 (stereo not given)
    5	2	-1.2	4	2	-4	-3	-5	3
COc1ccc(C2(c3ccc(OC)cc3)NC(=O)N(CC(=O)Nc3ccc(OC)c(OC)c3)C2=O)cc1
    5	-1	-0.5	-6	3	3	3	3	3
COC(=O)c1c(-c2ccccc2)csc1NC(=O)c1ccco1
    -3	-1	1.5	4	5	2	-1	1	4
c1coc(CNc2ncnc3c2oc2ccccc23)c1
    2	4	.	0	2	2	0	4	0
Cc1ccc(C(=O)C2CCN(S(=O)(=O)c3ccc(C(=O)O)cc3)CC2)cc1
    2	1	0.6	7	1	-2	2	4	5
C/C(=N\NC(=O)c1nnn(-c2nonc2N)c1CSc1ccc(C)cc1)c1ccco1
    4	4	1.3	5	7	-4	-3	1	2
CC(C)Cc1ccc(CN2CCCC(NC(=O)CCCN3CCCC3=O)C2)cc1 (stereo not given)
    -1	2	2.5	8	5	-1	-7	20	-8

# Additional results.
# Values run as follows: PAFAH1B2 FP inh	AHR activator	MEX-5 binding	MCL1 BIM primary	Bcl-xL primary	Fam108B inh	PME-1 inh	pPAFAH inh	GLD-1 RNA inh
Cc1cc(C(=O)NNC(=S)NC(C)c2ccccc2)cs1 (stereo not given)
    10	0	0.8	-4	-3	-1	-3	1	1
CN(CCNC(=O)C1(O)c2ccccc2NC(=O)N1c1ccccc1)Cc1ccccc1 (stereo not given)
    0	3	.	-2	1	-2	3	2	-1
O=C(c1cc(Cl)cc(Cl)c1)N1CCN(c2cc(C(F)(F)F)nc3ccccc23)CC1
    .	-1	0.7	-4	-2	-6	5	0	0
COCCNC(=O)c1ccc(S(=O)(=O)N2CCCc3ccccc32)cc1
    2	0	-0.8	0	-1	-2	1	6	7
CCOc1cc(CN2CCCC(N3CCN(c4ccc(F)cc4)CC3)C2)ccc1OC (stereo not given)
    0	2	0.0	1	1	0	7	-3	-18
CC(=O)c1c(C)[nH]c(C(=O)Nc2ccc(C)c(S(=O)(=O)Nc3ccc(C)cc3C)c2)c1C
    -32	26	-1.7	4	3	-49	-84	-32	8
COc1ccc(NC(=O)C2CCN(C(=O)c3cccs3)CC2)cc1OC
    3	12	-0.7	-7	0	2	32*	5	-1
Cc1nc(NS(=O)(=O)c2cccc([N+](=O)[O-])c2)sc1C(C)(C)C
    17	0	-4.1	1	5	-2	3	13	5
CC(=O)NC(Cc1ccccc1C)C(=O)NC1CCN(C(=O)c2ccc(C)cc2)CC1 (stereo not given)
    3	4	-0.6	3	0	0	-2	9	6
COc1ccccc1N/N=C1\COC(C)(C)CC1=O
    2	-1	-3.0	-1	4	2	1	3	3
N#Cc1c(SCC(=O)O)nc(N2CCOCC2)c2c1CCCC2
    1	-1	1.3	0	4	1	1	-1	-7
CC(=O)Nc1c2c(nn1-c1ccc(F)cc1)CSC2
    11	-1	-2.6	2	3	4	6	0	3
CC1=NN(c2ccccc2)C(=O)/C1=C\c1cn(C)c2ccccc12
    -8	28	-4.0	6	7	10	9	11	0
CCCn1c(SCC(=O)Nc2ccc(Cl)cn2)nnc1C1CC1
    2	1	-1.4	-7	3	1	4	-2	1

# This is a subset; count on the stated rates, not on these rows.
